IMPase Li cell: cell-permeable IMPase inhibitors with lithium potentiation. CHO-M1 cells, IP1 TR-FRET (IP-One), carbachol + lithium. Potency, µM (top dose mostly 59.4 µM), inactives show at the top dose activity, negative = IMPase inhibition, hits mostly inhibitors. actives 0.35% (n = 210,000);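 further: IP1 builds up when IMPase is blocked and the TR-FRET signal falls; potency means the concentration at half of the fitted maximal effect; plate controls were basal vehicle for no effect and high inhibitor control for full effect; nearly all actives have a fitted effect of over 50% in size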
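Concentration–response in CHO-M1 cells, lithium-potentiated; 30 min at 37C. IP1 detected by competitive TR-FRET after 10 min lysis at RT. Hill-fitted AC50.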
CBFb-RUNX1 inh: CBF-beta/RUNX1 interaction disruption; Q01196+Q13951; AlphaScreen CBFb-His/RUNX1-biotin binding, biochemical; Potency, µM (doses to about 59.8 µM), for inactives: at the top dose activity, negative = inhibition, actives largely listed as inhibitors; 230,000 tested, under 10 active; further: % of control where 0% means no effect
Target sequence (Q01196 whole entry, looked up): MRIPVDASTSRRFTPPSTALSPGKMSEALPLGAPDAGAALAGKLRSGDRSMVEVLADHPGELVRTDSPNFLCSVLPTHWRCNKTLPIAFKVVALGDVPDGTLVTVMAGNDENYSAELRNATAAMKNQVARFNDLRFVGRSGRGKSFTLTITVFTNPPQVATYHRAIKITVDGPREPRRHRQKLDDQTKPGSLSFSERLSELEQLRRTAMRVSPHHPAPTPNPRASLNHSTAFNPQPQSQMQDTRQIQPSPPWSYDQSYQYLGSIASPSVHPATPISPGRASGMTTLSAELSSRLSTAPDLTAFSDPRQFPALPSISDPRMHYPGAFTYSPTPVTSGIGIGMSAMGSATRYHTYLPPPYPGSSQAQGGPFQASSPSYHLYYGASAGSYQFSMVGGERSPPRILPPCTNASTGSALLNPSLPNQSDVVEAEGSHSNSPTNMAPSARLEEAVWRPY
Target sequence (Q13951 whole entry, looked up): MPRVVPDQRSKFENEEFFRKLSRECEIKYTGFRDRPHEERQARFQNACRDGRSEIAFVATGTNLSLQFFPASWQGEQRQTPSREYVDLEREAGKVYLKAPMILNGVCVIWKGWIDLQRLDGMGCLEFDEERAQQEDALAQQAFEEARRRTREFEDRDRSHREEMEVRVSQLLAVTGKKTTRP
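AlphaScreen proximity signal reports loss of binding between His-tagged CBF-beta and biotin-labelled RUNX1, each at 30 nM. Proteins are pre-associated for 20 minutes, compounds added for 15 minutes, then beads for 90 minutes, all at ambient temperature.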
HTT aggregate: reduces HttQ103-GFP aggregates in PC12 cells; PC12 HttQ103-GFP aggregates, Acumen cytometry, 40 h; Potency, µM (highest dose often 46.1 µM), inactives show at the highest dose activity change, negative = inhibition, hits mostly inhibitors; actives 1.1% (n = 220,000); further: potency means the concentration at half of the fitted maximal effect; on the % scale 0 is the no-effect control and ±100 the full control effect; nearly all actives have a fitted effect of over 60% in size
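Quantitative HTS on tebufenozide-induced (100 nM) PC12 cells stably expressing polyQ103 Huntingtin exon 1–GFP. Reduction of bright GFP aggregates, detected by laser scanning cytometry after lysis, identified actives across the titration.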
NPSR antag: neuropeptide S receptor (human) antagonism, cAMP; Q6W5P4; actives 1% (n = 220,000); CHO-NPSR cells, cAMP TR-FRET, antagonist mode; AID 1461; Potency, µM (doses to about 38.3 µM), inactives show at the highest dose activity change, negative = inhibition, actives largely listed as inhibitors; further: potency means the concentration at half of the fitted maximal effect; on the % scale 0 is the no-effect control and ±100 the full control effect; nearly all actives have a fitted effect of over 50% in size; many of its hits are not listed in these tables
Target sequence (Q6W5P4 whole entry, looked up): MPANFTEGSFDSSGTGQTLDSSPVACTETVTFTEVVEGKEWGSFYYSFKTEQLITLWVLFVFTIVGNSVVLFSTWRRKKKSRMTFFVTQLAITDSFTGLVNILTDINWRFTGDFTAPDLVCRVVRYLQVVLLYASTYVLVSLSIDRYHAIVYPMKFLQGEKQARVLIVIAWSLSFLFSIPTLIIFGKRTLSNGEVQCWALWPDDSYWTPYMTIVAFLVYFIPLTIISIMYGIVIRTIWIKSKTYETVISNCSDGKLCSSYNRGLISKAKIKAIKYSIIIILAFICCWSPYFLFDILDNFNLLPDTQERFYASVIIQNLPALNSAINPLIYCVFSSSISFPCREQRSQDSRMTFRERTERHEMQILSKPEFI
KinaseGlo FLuc: Kinase-Glo luciferase inhibition (counter-screen) | Kinase-Glo luciferase, ATP luminescence, 8 min | actives 0.28% (n = 200,000) | Q27757 | Potency, µM (series often up to 38.3 µM), for inactives: at the top dose activity change, negative = inhibition, usual class: inhibitors; further: potency means the concentration at half of the fitted maximal effect; on the % scale 0 is the no-effect control and ±100 the full control effect; nearly all actives have a fitted effect of over 60% in size
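Kinase-Glo luciferase light output from ATP and luciferin was measured with 10 uM ATP, within the enzyme's linear range. Buffer: 50 mM imidazole pH 7.2, 50 mM KCl, 7 mM MgCl2, 0.01% Tween 20, 0.05% BSA; luminescence read after 8 min at ambient temperature.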
LMNA splice mod: modulators of lamin A splicing. HeLa LMNA splicing GFP/RFP minigene ratio, 48 h. actives 0.01% (n = 200,000). Potency, µM (doses to about 46.1 µM), for the others: top-dose ratio change, negative = inhibition, actives largely listed as inhibitors. AID 1487; active means well fitted inhibition curve with a large enough effect in the signal ratio, with a control signal flat, not every such curve was filed as active; inconclusive means small, poorly fitted or top-dose-only effect, or effect the other way, or a change in a side signal; the % refers to the signal ratio; further: potency means the concentration at half of the fitted maximal effect; on the % scale 0 is the no-effect control and ±100 the full control effect
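Read-out is the ratio of GFP to DsRed2 object intensity, acquired by 488 nm laser-scanning cytometry on HeLa lamin A-EGFP minigene reporter cells. Compound incubation 48 hrs at 37 °C in Opti-MEM with 2% FBS; DMSO 0.5% final.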
Epigenetic derep: regulators of epigenetic silencing causing reporter derepression in mouse cells; murine LDR cells, GFP reporter derepression, 30 h; Potency, µM (top dose mostly 53.9 µM), for the others: at the top dose GFP activation, hits mostly activators; actives 0.2% (n = 280,000); further: potency means the concentration at half of the fitted maximal effect; % of control where 0% means no effect; nearly all actives have a fitted effect of over 60% in size
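Derepression of a silenced CMV-GFP reporter in murine LDR cells is scored by enumerating GFP-positive cells with a laser-scanning microplate cytometer after 30 hours of treatment at 37 C.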
* marks the source's active call; other numbers are inactive results; ? = inconclusive; · = not tested or not shown; [ ] = another dose, or the depositor's remark. Unless noted, the call rests on the fitted dose curve; in most records, active means well fitted curve in the direction sought with a large enough effect; inconclusive means small, poorly fitted or top-dose-only effect, or another doubt; inactive means no such curve, though single readings can be large; an effect the other way counts as inactive or inconclusive.

SMILES	IMPase Li cell	CBFb-RUNX1 inh	HTT aggregate	NPSR antag	KinaseGlo FLuc	LMNA splice mod	Epigenetic derep
COc1cccc(-c2nc(-c3ccccn3)no2)c1OC	39%[activator][38.3 µM]	2%	-22%	-3%[46.1 µM]	-2%	2%	0.0%
CCOC(=O)C(C)Oc1ncnc2cccc(F)c12 (stereo not drawn)	-4%	5%	2%	15%	-1%	·	0.0%
COc1ccc(CCNC(=O)CSc2nc(N)c3c(C)c(C)oc3n2)cc1OC	45%[activator][38.3 µM]	9%	-11%	8%[46.1 µM]	-7%	-2%	-2.1%
COC(=O)CC1C(=O)NCCN1C(=S)Nc1ccccc1Cl (stereo not drawn)	4%	-5%	2%	18%	2%	22%[46 µM]	3.0%
CC(CN1CCOCC1)OC(=O)C1COc2ccccc2O1 (stereo not drawn)	-5%	7%	1%[9.22 µM]	-14%	0%	·	-0.2%
CC(=O)Nc1ccc(-c2csc(NC(=O)Nc3ccccc3)n2)cc1	5%	1%	?	-11%	3%	?	4.5%
CC(C)(C)NC(=O)CN(C(=O)CNS(=O)(=O)c1ccccc1)c1ccc2c(c1)OCCO2	11%[38.3 µM]	1%	5%	-8%[46.1 µM]	-2%	-2%	-0.1%
Cc1ccc(CSC2=Nc3ccccc3C3=NC(CC(=O)NCc4ccco4)C(=O)N23)cc1 (stereo not drawn)	19%[38.3 µM]	-22%	18%	-22%[46.1 µM]	3%	8%	-1.1%
Cc1ccc(-n2c(SCC(=O)N3CC(=O)Nc4ccccc43)nc3ccccc3c2=O)cc1C	9%	5%	4%	-24%	-3%	-8%	1.0%
CCN1C(=O)N[C@@H](c2ccccc2)C(C(=O)OC)=C1C	-8%	-2%[13.1 µM]	·	·	-1%[7.66 µM]	-2%[9.22 µM]	·
Nc1cccc(-n2nncc2-c2ccc(Cl)cc2)c1	17%[38.3 µM]	-8%	-10%	11%[46.1 µM]	3%	0%	-7.4%
CCOC(=O)c1sc(=NC(=O)c2ccc(C)c(C)c2)n(C)c1C	-13%	-5%	-12%	32%	0%	·	1.4%
CC(C)(CO)NC(=S)NCc1ccco1	·	5%	-3%[9.22 µM]	-12%	·	·	-7.7%
Cc1cc(Cl)c(S(=O)(=O)Nc2ccc3c(c2)OCCO3)cc1OCC(=O)NC1CCCCC1	37%[activator][38.3 µM]	-5%	-2%[9.22 µM]	?	7%	?	0.8%
O=C(C1=C[C@H](c2ccc(C(F)(F)F)cc2)C[C@H](OCc2ccc(CO)cc2)O1)N1CCCCCCC1	1%	13%	4%[9.22 µM]	?	·	·	0.4%
CCOC(CCNC(=O)c1cn(-c2cccc(C)n2)cn1)OCC	9%[38.3 µM]	0%	4%	-1%[46.1 µM]	-2%	11%	-2.7%
CC(=O)Oc1ccc2oc3c(c2c1)C(=O)CCC3	0%[38.3 µM]	-2%	6%	-1%[46.1 µM]	-3%	11%	0.1%
COc1ccccc1NC(=O)C(=O)/C=C(\O)c1ccccc1	·	-5%	-10%[9.22 µM]	21%	·	·	3.1%
Cc1cc(NC(=O)CSc2nccn2-c2cccc(C)c2C)no1	-1%	-14%	13%	-3%	3%	?	3.4%
COc1cc(CCCN2C(N)=NC[C@H]2Cc2ccc(O)cc2)cc(OC)c1OC	·	12%	-11%[9.22 µM]	11%	·	·	3.8%
CC12CN3CC(C)(CN(C1)C3c1ccccc1)C2O (stereo not drawn)	3%	7%	9%[9.22 µM]	0%	-2%	6%[46 µM]	2.1%
CSCc1ccc(C(=O)NCc2ccccc2)cc1	-3%	-5%	0%	0%	-1%	-2%	0.1%
Clc1ccc(/C=N/c2c(-c3ccc(Cl)cc3)nc3n2CCS3)cc1	-8%[38.3 µM]	-1%	5%	-10%[46.1 µM]	-1%	-1%	-2.3%
CCOC(=O)N1CCN(CC(=O)c2c[nH]c3ccc(F)cc23)CC1	21%[38.3 µM]	1%	-6%	4%[46.1 µM]	-1%	0%	-5.4%
O=C(CN1C2=NCCN2c2ccccc21)C12CC3CC(CC(C3)C1)C2	18%[38.3 µM]	5%	-10%	-16%[46.1 µM]	-4%	?	2.2%
O=C(NC1CCCCC1)c1cc(C(=O)c2ccccc2Br)c[nH]1	1%	-8%	?	-15%	-1%	·	-2.1%
O=c1cc(-c2ccc(Cl)c(Cl)c2)[nH][nH]1	-7%[38.3 µM]	3%	?	1%[46.1 µM]	0%	7%	-2.9%
COc1cccc(C(C(=O)NC2CCCCC2)N(C(=O)c2cccs2)c2ccc3c(c2)OCO3)c1 (stereo not drawn)	4%	-1%	-10%	-54%	13%	6%	-1.1%
NC(=O)C1(C(N)=O)OC1c1ccccc1 (stereo not drawn)	·	11%	-13%[9.22 µM]	9%	·	·	0.1%
NCC(O)(CS(=O)(=O)O)c1ccc(Cl)cc1 (stereo not drawn)	10%	7%	·	18%[46.1 µM]	-4%	-5%	4.7%
O=C(CNS(=O)(=O)c1ccccc1)NCc1ccccn1	-1%	8%	-8%	-3%[46.1 µM]	-1%	-5%	0.0%
CNCCCCCCCCSc1nc(C(C)C)ccc1C(=O)c1cccs1	28%	-1%[21.7 µM]	·	·	-2%	·	-1.5%
O=C(Nc1ccc(-c2nnn(CC(=O)N3CCN(C(=O)c4ccco4)CC3)n2)cc1)c1ccccc1F	8%	0%	20%[9.22 µM]	0%	1%	·	4.3%
O=C(NCc1cccnc1)c1cccn1-c1ncc(C(F)(F)F)cc1Cl	3%	-5%	7%	-2%	-2%	14%[46 µM]	-0.5%
C/C(=N/NC(=O)c1ccccn1)c1ccco1	-23%[38.3 µM]	-21%	7%	-7%[46.1 µM]	7.1µM*	15%	7.4%
S=C(NC1CCCCC1)N1CCn2cccc2C1c1cccnc1 (stereo not drawn)	0%	-4%	-11%	-29%	0%	·	-0.1%
O=C(NNc1ccccn1)c1ccc(Cl)nc1	-5%	23%	-2%	14%	-1%	-6%	-3.0%
Cc1ccc(C)c(NC(=O)CSc2nc3c(c(=O)n2C)SC(C)C3)c1 (stereo not drawn)	16%[38.3 µM]	10%	-3%	-6%[46.1 µM]	-2%	-3%	0.0%
O=C(O)CCCCCNS(=O)(=O)c1cccc2nsnc12	20%[38.3 µM]	6%	-4%	7%[46.1 µM]	-3%	-3%	-1.0%
Cc1nnc(SCC(=O)N(C)C2CCS(=O)(=O)C2)n1Cc1ccccc1 (stereo not drawn)	3%	-7%	23%	7%	0%	9%[46 µM]	-2.0%

Random excerpt: 4 entries already listed
SMILES	IMPase Li cell	CBFb-RUNX1 inh	HTT aggregate	NPSR antag	KinaseGlo FLuc	LMNA splice mod	Epigenetic derep
CC12CN3CC(C)(CN(C1)C3c1ccccc1)C2O (stereo not drawn)	3%	7%	9%[9.22 µM]	0%	-2%	6%[46 µM]	2.1%
O=c1cc(-c2ccc(Cl)c(Cl)c2)[nH][nH]1	-7%[38.3 µM]	3%	?	1%[46.1 µM]	0%	7%	-2.9%
Clc1ccc(/C=N/c2c(-c3ccc(Cl)cc3)nc3n2CCS3)cc1	-8%[38.3 µM]	-1%	5%	-10%[46.1 µM]	-1%	-1%	-2.3%
O=C(Nc1ccc(-c2nnn(CC(=O)N3CCN(C(=O)c4ccco4)CC3)n2)cc1)c1ccccc1F	8%	0%	20%[9.22 µM]	0%	1%	·	4.3%

Later entries:
SMILES	IMPase Li cell	CBFb-RUNX1 inh	HTT aggregate	NPSR antag	KinaseGlo FLuc	LMNA splice mod	Epigenetic derep
CCOC(=O)c1c[nH]n2c(=O)cc(C)nc12	·	9%	-25%[9.22 µM]	-6%	·	·	0.0%
COc1ccc(CCn2c(=O)[nH]c3cc(C(=O)NCCCN4CCOCC4)ccc3c2=O)cc1OC	·	6%	3%[9.22 µM]	3%	·	·	1.1%
COC(=O)N/N=C/c1ccc(-c2cccc(Cl)c2)o1	-6%	8%	-16%	-19%	1%	-14%	-0.9%
O=C(NCc1ccc2c(c1)OCO2)c1ccc(N2CCCC2=O)cc1	21%[38.3 µM]	0%	-3%	9%[46.1 µM]	21%	-2%	-0.7%
CCSc1cc(C)nc2ncnn12	-16%[38.3 µM]	-10%	-10%[9.22 µM]	?	5%	4%	0.0%
COc1ccc(-c2csc(N(Cc3ccccc3)C(=O)COc3ccc(Cl)cc3)n2)cc1	1%[38.3 µM]	1%	-5%	2%[46.1 µM]	-5%	-2%	-2.2%
NS(=O)(=O)c1cc(C(=O)OCC(=O)c2ccc3c(c2)OCCO3)ccc1Cl	5%	-3%	15%	-3%	-3%	-1%[46 µM]	1.3%
O=C(C[n+]1ccc2ccccc2c1)c1ccc(NC(=O)c2ccccc2)cc1	31%[activator]	-4%	·	2%	-2%	·	1.0%
COc1ccc(CN2CCN(C(=O)c3ccco3)CC2)cc1OCc1ccccc1	-1%[38.3 µM]	0%	-20%	-7%[46.1 µM]	-3%	?	-0.9%
O=C(COC(=O)c1oc2ccccc2c1COc1ccccc1)NCCN1C(=O)CSC1=O	-1%	-6%	9%	-10%[46.1 µM]	3%	-10%	-1.1%
CCC(C(=O)O)N1C(=O)C2CCCCC2C1=O (stereo not drawn)	·	7%	0%[9.22 µM]	15%	·	·	5.6%
COc1ccc(NS(=O)(=O)c2ccc(NC(=O)C(CCSC)NC(N)=O)cc2)cc1 (stereo not drawn)	·	-3%	-14%[9.22 µM]	7%	·	·	1.1%
CCc1ccc(C2CC(c3cccc(OC)c3)n3nc(N)nc3N2)cc1 (stereo not drawn)	11%[38.3 µM]	-1%	-4%	5%[46.1 µM]	0%	-9%	1.3%
COc1ccc(C(C(O)C(=O)c2c[nH]c3ccccc23)N2CCN(c3ccc(OC)cc3)CC2)cc1 (stereo not drawn)	29%[38.3 µM]	?	0%	-19%[46.1 µM]	2%	-4%	13%
Cc1nc2nc(COc3ccccc3)[nH]n2c(=O)c1C	28%[38.3 µM]	5%	7%	3%[46.1 µM]	-1%	0%	-1.0%
O=C(COC(=O)c1ccccc1C(=O)c1ccc(Cl)cc1)NCC1CCCO1 (stereo not drawn)	-5%	-8%	13%	12%	2%	-27%[46 µM]	-3.8%
CC(=O)N(C)c1nnc(-c2cnccn2)s1	-27%[38.3 µM]	7%	0%	-3%[46.1 µM]	-4%	4%	6.6%
COc1ccccc1CNC(=O)CCn1c(=O)oc2ccccc21	10%[38.3 µM]	10%	2%	7%[46.1 µM]	1%	-2%	0.7%
CCN1CCN(C(=O)CS(=O)(=O)Cc2nc(-c3ccc(C)cc3)oc2C)CC1	27%[38.3 µM]	4%	-8%	9%[46.1 µM]	0%	-11%	-0.8%
COc1ccc(CCNc2nc(N3CCOCC3)nc(N3CCOCC3)n2)cc1OC	7%	-12%	9%	-2%[46.1 µM]	0%	-5%	0.9%

Some of the compounds tested (hit frequency here may not be typical).
